# Bioassay records from PubChem BioAssay.
# Tau fluor cs = counter-screen for tau fibril formation inhibitors; AID 1463; Potency, µM (highest dose often 57.7 µM), inactives show top-dose activity change, negative = decrease; 0.93% of 280,000 active; tau K18 P301L Alexa594 fluorescence, heparin fibrillization; also: % is scaled to controls: 0 for no effect and ±100 for the full control effect; nearly all actives have a fitted effect of over 55% in size
#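 Human tau K18 P301L (15 uM unlabeled, 0.24 uM Alexa 594-labeled) in 100 mM sodium acetate pH 7 with 20 uM heparin, 6 hr at 37 C. ThT 30 uM added, 1 hr ambient; Alexa 594 FP and total fluorescence read at 555/632 nm.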
# RECQ1 helicase = blocks DNA unwinding by human RECQ1; Potency, µM (highest dose often 57.3 µM), without a hit: top-dose activity, negative = inhibition, hits mostly inhibitors; 0.54% of 240,000 active; RECQ1 DNA unwinding, red fluorescence kinetic read; AID 2549; P46063;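 also: plate controls were vehicle for no effect and no enzyme for full effect; nearly all actives have a fitted effect of over 30% in size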
#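 50 nM RECQ1T1 preincubated 15 min with compound in Tris pH 8.0 buffer with MgCl2, DTT, Tween-20 and 2.5 ug/ml poly(dI-dC); started with 200 nM TAMRA/BHQ-2 forked duplex and 2 mM ATP. Unwinding read as fluorescence (525/598 nm), two reads 2 h apart.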
# L3MBTL1 inh = inhibitors of human L3MBTL1 | Q9Y468 | AlphaScreen L3MBTL1–H3K9me1 peptide binding | Potency, µM (titrated, usually from 57.1 µM), for the others: top-dose activity, negative = inhibition, usual class: inhibitors | 0.66% of 230,000 active | AID 485360; also: % is scaled to controls: 0 for no effect and ±100 for the full control effect; nearly all actives have a fitted effect of over 60% in size
#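 L3MBTL1 50 nM + b-AHA-H3(1-15)K9me1 75 nM, 30 min RT; compound added, 30 min RT; streptavidin donor/Ni-chelate acceptor beads 10 ug/mL each final, 30 min RT dark; AlphaScreen read.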
# TexasRed fluor = counter-screen for TRb-SRC2 inhibitors: fluorescence interference; 0.29% of 280,000 active; TRb/SRC2 Texas Red total fluorescence interference; Potency, µM (highest dose often 106 µM), inactives show at the highest dose fluorescence change, negative = quenching; AID 1479; active = well fitted curve in either direction with a large enough effect; inconclusive = small, poorly fitted or top-dose-only effect; also: % is scaled to controls: 0 for no effect and ±100 for the full control effect
#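 Human TRb ligand-binding domain at 0.6 uM with 20 nM Texas Red SRC2 peptide in Tris buffer containing 1 uM T3 and 5% DMSO, incubated with compound 5 h at ambient temperature. Total fluorescence (555/632 nm) calculated as parallel + 2 × perpendicular.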
# TRb SRC2 PPI = TRbeta-SRC2 interaction inhibition | TRbeta-SRC2 peptide binding, fluorescence polarization; receptor liganded with 1 µM T3 | Potency, µM (titrated, usually from 106 µM), inactives show at the top dose activity change, negative = inhibition, actives largely listed as inhibitors | 0.065% of 280,000 active | AID 1469;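 also: plate controls were bound peptide for no effect and peptide without receptor for full effect; nearly all actives have a fitted effect of over 50% in size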
# Target sequence (P10828 whole entry, looked up): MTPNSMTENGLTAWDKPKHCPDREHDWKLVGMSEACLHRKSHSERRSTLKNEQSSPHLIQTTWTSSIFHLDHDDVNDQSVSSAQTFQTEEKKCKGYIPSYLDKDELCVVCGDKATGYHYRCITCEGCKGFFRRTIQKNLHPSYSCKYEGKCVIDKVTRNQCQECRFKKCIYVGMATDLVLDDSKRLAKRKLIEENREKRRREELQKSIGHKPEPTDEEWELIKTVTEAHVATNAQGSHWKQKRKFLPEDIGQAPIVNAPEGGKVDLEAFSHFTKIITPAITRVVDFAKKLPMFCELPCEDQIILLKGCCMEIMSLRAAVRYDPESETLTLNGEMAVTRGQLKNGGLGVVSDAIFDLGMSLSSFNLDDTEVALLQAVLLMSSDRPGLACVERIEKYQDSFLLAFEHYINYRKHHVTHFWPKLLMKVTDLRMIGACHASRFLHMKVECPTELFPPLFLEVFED
#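 Read-out is fluorescence polarization (555 nm excitation, 632 nm emission) of a Texas Red SRC2 coactivator peptide; loss of signal reflects blocked binding to human TRb ligand-binding domain in the presence of 1 uM T3.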
# Tau fibril ThT = tau fibrillization inhibition (ThT binding). recombinant tau K18 P301L (four-repeat tau fragment), heparin-induced fibrillization, ThT fluorescence. Potency, µM (series often up to 57.4 µM), for the others: top-dose activity, negative = inhibition, hits mostly inhibitors. 2.1% of 270,000 active; also: % is scaled to controls: 0 for no effect and ±100 for the full control effect; nearly all actives have a fitted effect of over 55% in size
# Target sequence (P10636 561-689 P618L limits assumed): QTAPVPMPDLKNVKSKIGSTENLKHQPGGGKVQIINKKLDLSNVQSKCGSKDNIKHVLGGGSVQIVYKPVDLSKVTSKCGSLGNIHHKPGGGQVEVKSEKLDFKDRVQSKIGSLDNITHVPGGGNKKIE
#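 Heparin-induced fibrillization of the P301L-mutant K18 repeat-domain fragment of human tau was followed by ThT binding in quantitative high-throughput format.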
# Tau FP inhib = blocks human tau fibril formation measured by polarization; K18 P301L tau heparin fibrillization, Alexa594 FP, 6 h; Potency, µM (doses to about 57.7 µM), for inactives: at the highest dose activity, negative = inhibition, actives largely listed as inhibitors; 0.39% of 280,000 active; P10636; also: % is scaled to controls: 0 for no effect and ±100 for the full control effect; nearly all actives have a fitted effect of over 55% in size
#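 Human K18 P301L fragment (15 uM unlabeled plus 0.24 uM Alexa 594-labeled) in 100 mM sodium acetate pH 7 with compound, aggregation induced by 20 uM heparin for 6 hr at 37 C. ThT (30 uM) added for 1 hr, then Alexa 594 FP read.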
# HTT ATP protect = Huntington cell model cytoprotection by ATP luminescence | PC12 HTT-Q103 induced, cytoprotection, ATP luminescence, 40 h | Potency, µM (series often up to 56.4 µM), inactives show cytoprotection (ATP increase), most hits filed as activators | 0.14% of 230,000 active | AID 1471;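 also: % of control where 0% means no effect; nearly all actives have a fitted effect of over 45% in size; toxic huntingtin expression switched on by the ecdysone agonist tebufenozide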
#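 Cells were plated at 1500 per well in phenol red-free DMEM with 5% equine and 5% calf serum. Tebufenozide (100 nM final) and compounds were added, then ATPlite reagent, and luminescence was read.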
# Starred values were filed as active, the others as inactive; i = inactive; ? = inconclusive; · = no result given; [ ] = dose if it differs, or a comment. Unless noted, calls follow the shape of the dose curve; as a rule, active = well fitted curve in the direction sought with a large enough effect; inconclusive = small, poorly fitted or top-dose-only effect, or another doubt; inactive = no such curve, though single readings can be large; an effect the other way counts as inactive or inconclusive. Potency is read from the fitted curve at half-maximal effect.
SMILES,Tau fluor cs,RECQ1 helicase,L3MBTL1 inh,TexasRed fluor,TRb SRC2 PPI,Tau fibril ThT,Tau FP inhib,HTT ATP protect
Cc1ccc(-c2cc([C@H]3[C@@H]4C=CCC[C@@]4(C)C(=O)N3Cc3ccccc3)ccc2F)cc1,0%,-10%,·,1%,-1%,-10%,2%,?
CCc1cccc(N(C(=O)c2csnn2)C(C(=O)NC(C)(C)C)c2ccccn2)c1 (stereo unspecified),-9%,16%,-23%,-3%,7%,0%,-2%,2%[10 µM]
CCOC(=O)/C(=N/Nc1ccc(OC)cc1)N1CCCc2ccccc21,?,-12%,-1%,-1%,-2%,-11%,11%,-35%[10 µM]
O=C1C2CC=CCC2C(=O)N1c1ncn[nH]1 (stereo unspecified),2%,i,·,-3%,-1%,-3%,-1%,-5%
O=C(COC(=O)Cc1ccccc1F)Nc1ccc(Cl)cn1,-27%,-9%,·,1%,1%,?,-6%,-19%
CCOc1ccc(CNC(=O)CSc2cc(=O)n(CC)c3ccccc23)cc1,-10%,·,·,-5%,6%,-2%,-8%,·
CCOC(=O)c1c(-c2ccccc2)csc1NC(=O)c1cc2ccccc2oc1=O,-8%,-7%,-3%,-1%,-19%,-17%,-9%,-9%[10 µM]
COc1ccc(C)cc1NC(=O)CSc1nnc(CC(=O)Nc2ccccc2C)n1C,-9%,-5%,·,0%,-4%,-7%,0%,-4%
CC(C)N(Cc1ccccc1)C(=S)NC1CCCCC1,-2%,i,6%,-4%,0%,-3%,-2%,-20%
O=C(Cc1ccccc1)Nc1nc2ccccc2s1,-16%,-4%,6%,-1%,-8%,1%,-1%,-5%[1.9 µM]
N#C/C(=C/c1ccc(N2CCOCC2)c([N+](=O)[O-])c1)C(N)=O,-14%,-15%,·,-1%,-15%,?,5%,5%
CCOc1nc(-c2ccc(C)cc2)ccc1-c1noc(-c2ccccc2F)n1,-8%,·,·,-10%,11%,-9%,-6%,·
O=C(NCCCO)c1nc2ccccc2s1,-6%,2%,7%,0%,2%,-6%,1%,7%[1.9 µM]
CC(C)N(CCn1c(=S)[nH]c2ccccc2c1=O)C(C)C,-6%,-11%,·,-4%,3%,-6%,-8%,6%
COc1ccc(S(=O)(=O)NCc2nc3nc(C)cc(C)n3n2)cc1,-9%,·,·,-2%,-6%,-2%,-6%,·
Cc1ccc(-n2[nH]c(C)c(C=Nc3ccc(S(=O)(=O)Nc4nccs4)cc3)c2=O)cc1,-20%,-17%,-12%,0%,1%,?,5%,-9%[10 µM]
COc1ccc(-c2nc(CN3CCN(c4ccccc4OC)CC3)c(C)o2)cc1,-4%,i,-18%,0%,-5%,?,7%,6%[10 µM]
COC(=O)c1cn(NC(=O)c2ccc([N+](=O)[O-])c(C)c2)c(=O)c2ccccc12,-6%,0%,14%,-2%,1%,-6%,15%,-45%[inhibitor]
CCOc1ccc(NC(=O)C2CCN(C(=O)N3CC(C)Oc4ccc(Cl)cc43)CC2)cc1 (stereo unspecified),?,·,·,100µM*[quencher],-16%,?,-11%,·
CCc1ccccc1NC(=O)Cn1c(=O)nc(-c2ccccc2)c2ccccc21,-5%,·,·,-2%,1%,-7%,-10%,·
Cn1cnnc1SCC(=O)Nc1ccc(S(=O)(=O)N2CCCC2)cc1,-7%,i,·,0%,-2%,-7%,5%,17%
O=C(N/N=C/C=C/c1ccccc1)C1CC1(c1ccccc1)c1ccccc1 (stereo unspecified),-13%,-13%,·,-1%,-1%,-8%,-10%,18%
COc1ccc(C(=O)Nc2nc3cc4c(cc3s2)OCCO4)c(OC)c1,-10%,-2%,-1%,-2%,3%,-15%,-2%,-28%[10 µM]
CC(=O)c1c(C)[nH]c(C(=O)NCCc2ccc(Cl)cc2)c1C,-6%,i,-4%,-1%,-3%,-1%,-2%,-34%
CCNC(=S)N(CCc1ccc(OC)c(OC)c1)Cc1cc2cc(OC)ccc2[nH]c1=O,-17%,-8%,6%,-4%,-3%,-14%,-7%,-17%[10 µM]

# Of the compounds above, these contain two or more sulfur atoms:
SMILES,Tau fluor cs,RECQ1 helicase,L3MBTL1 inh,TexasRed fluor,TRb SRC2 PPI,Tau fibril ThT,Tau FP inhib,HTT ATP protect
Cc1ccc(-n2[nH]c(C)c(C=Nc3ccc(S(=O)(=O)Nc4nccs4)cc3)c2=O)cc1,-20%,-17%,-12%,0%,1%,?,5%,-9%[10 µM]
Cn1cnnc1SCC(=O)Nc1ccc(S(=O)(=O)N2CCCC2)cc1,-7%,i,·,0%,-2%,-7%,5%,17%

# The list goes on.
SMILES,Tau fluor cs,RECQ1 helicase,L3MBTL1 inh,TexasRed fluor,TRb SRC2 PPI,Tau fibril ThT,Tau FP inhib,HTT ATP protect
O/N=C/c1cc(Br)cs1,-16%,-5%,-3%,0%,4%,-14%,-3%,1%[10 µM]
Cc1sc(NC(=O)Cc2ccc3c(c2)OCO3)nc1-c1ccc2c(c1)CCN2C(=O)c1cccc(F)c1,-21%,0%,-4%,-1%,2%,-8%,-11%,19%[10 µM]
Cc1ccnc2nc(C(=O)Nc3ccc4c(c3)OCO4)nn12,-7%,i,·,-2%,-5%,-13%,6%,-47%[inhibitor]
COCCCNC(=O)C1CCN(c2cc(C)nc3c(-c4ccc(Cl)cc4)c(C)nn23)CC1,-19%,·,·,-2%,-6%,-8%,2%,·
CC(C)(C)NCC1(CO)SC(N)=NC1=O (stereo unspecified),2%,-13%,5%,0%,-22%,-5%,-9%,-83%[inhibitor]
COc1ccc(-c2cc(C(F)(F)F)nc(SCCC(=O)Nc3ccc(NC(C)=O)cc3)n2)cc1,?,·,·,-20%,-1%,1%,?,·
CCCC(=O)N(c1ccc2oc(=O)sc2c1)S(=O)(=O)c1cccs1,-23%,i,-14%,-1%,-8%,32µM*,?,?
COc1ccc(O[C@H]2C=C[C@@H](c3ccccc3)O[C@H]2COC(=O)CC/C(C)=N/OCC[C@@H]2C=C[C@H](OC(C)=O)[C@H](COC(C)=O)O2)cc1,-7%[11.6 µM],-6%[11.5 µM],·,-2%[11.2 µM],0%[11.2 µM],-3%[11.5 µM],?,-17%[10 µM]
Cc1ccc(C2=NC3(CCCCC3)NC2=S)cc1,6%,0%,2%,0%,4%,2%,4%,-1%[10 µM]
CCN1CCN(Cc2cccc(Oc3ccccc3)c2)CC1,-2%,i,·,3%,-16%,0%,-3%,-2%
Cc1ccc(S(=O)(=O)Nc2ccc3c(c2)n(C)c(=O)n3C)c(C)c1,-8%,-10%,2%,0%,-4%,-7%,5%,4%[10 µM]
O=C(Nn1cnnc1)c1ccncc1,-15%,-6%,3%,4%,4%,-8%,-9%,-8%
O=C(NC1CCCCCC1)c1nc2ncccn2n1,-7%,-5%,0%,-2%,1%,-3%,-2%,-9%[10 µM]
COc1ccc(C(=O)c2cc(C(C)=O)c(Nc3ccccc3)s2)cc1,-27%,2%,30%[activator],-1%,4%,-9%,?,-9%[10 µM]
Fc1cccc2sc(Nc3nnc(-c4ccco4)o3)nc12,-23%,8%,-14%,-5%,-9%,13µM*,-5%,-33%[10 µM]
CCCCN1C2=C(C(=O)CC(C)(C)C2)C(c2ccccc2)C2=C1c1ccccc1C2=O (stereo unspecified),-24%,2%,·,-2%,-14%,14µM*,?,-20%
O=C(C1=C[C@@H](C2CC2)C[C@@H](OCc2ccc(CO)cc2)O1)N1CCN(Cc2ccc3c(c2)OCO3)CC1,-4%,-2%,-3%,-1%,-7%,-12%,3%,0%[10 µM]
Cc1ccc(C2(C)NC(=O)N(CC(=O)NCc3cccs3)C2=O)cc1 (stereo unspecified),-4%,4%,-4%,-1%,7%,0%,-5%,8%[10 µM]
Cc1c(C(=O)Nc2ccc(-c3nnc4n3CCCCC4)cc2)oc2c1ccc1ccccc12,?,i,-13%,-1%,7%,?,5%,-20%[10 µM]
COc1ccc(S(=O)Cc2ccc(C(=O)N3CCN(c4cccc(C)c4C)CC3)o2)cc1 (stereo unspecified),-8%,·,·,-3%,-6%,-15%,4%,·
COc1ccc(C(=O)NCCSc2c[nH]c3ccccc23)cc1OC,?,·,·,-1%,-8%,?,3%,·
Cc1ccc(C)c2[nH]c(=O)c(C(c3nnnn3Cc3ccco3)N3CCc4ccccc4C3)cc12 (stereo unspecified),-18%,-9%,-16%,-2%,?,32µM*,?,8%[10 µM]
CC1CCC(C(C)C)[C@H](OC(=O)c2ccccc2)C1 (stereo partly specified),-1%,-9%,·,2%,3%,1%,-6%,·
COc1ccc(NC(=O)CSc2oc(-c3cccs3)nc2S(=O)(=O)c2ccc(C)cc2)c(OC)c1,?,·,·,0%,1%,-8%,0%,·

# Only TexasRed fluor, RECQ1 helicase and Tau fibril ThT (six entries from above):
mol	TexasRed fluor	RECQ1 helicase	Tau fibril ThT
CCCCN1C2=C(C(=O)CC(C)(C)C2)C(c2ccccc2)C2=C1c1ccccc1C2=O (stereo unspecified)	-2%	2%	14µM*
Cc1ccc(C)c2[nH]c(=O)c(C(c3nnnn3Cc3ccco3)N3CCc4ccccc4C3)cc12 (stereo unspecified)	-2%	-9%	32µM*
COc1ccc(C(=O)c2cc(C(C)=O)c(Nc3ccccc3)s2)cc1	-1%	2%	-9%
COc1ccc(NC(=O)CSc2oc(-c3cccs3)nc2S(=O)(=O)c2ccc(C)cc2)c(OC)c1	0%	·	-8%
COCCCNC(=O)C1CCN(c2cc(C)nc3c(-c4ccc(Cl)cc4)c(C)nn23)CC1	-2%	·	-8%
Cc1ccc(C2=NC3(CCCCC3)NC2=S)cc1	0%	0%	2%

# Some of the compounds tested (hit frequency here may not be typical).
